Source: PubChem (National Center for Advancing Translational Sciences (NCATS))
SMN2 splice up = enhancers of SMN2 splice variant expression | HEK293 SMN2-luciferase splicing reporter, luminescence, 30-36 h | Potency, µM (highest dose often 46.1 µM), inactives show top-dose activity change, positive = activation, actives largely listed as activators | 210,000 tested, 2.8% active; also: potency is read from the fitted curve at half-maximal effect; % of control where 0% means no effect; nearly all actives have a fitted effect of over 55% in size
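HEK293 cells carry an SMN2 […]–luciferase reporter in which exon 7 inclusion puts luciferase in frame. Cells were plated 10-12 h before compound addition, then incubated 30-36 h at 37C. ONE-Glo luminescence was read; sodium butyrate at 4.5 mM final served as control.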
HTT cytoprotect = cytoprotection in Huntington HTT-Q103 PC12 cell model; PC12 HTT-Q103 induced, cytoprotection, ATP luminescence, 40 h; Potency, µM (top dose mostly 56.4 µM), for the others: cytoprotection (ATP increase), most hits filed as activators; 230,000 tested, 0.14% active; AID 1471;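 also: potency is read from the fitted curve at half-maximal effect; % of control where 0% means no effect; nearly all actives have a fitted effect of over 45% in size; toxic huntingtin expression switched on by the ecdysone agonist tebufenozide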
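Readout: ATPlite luminescence (ATP level). Model: stable PC12, inducible Htt exon1 Q103-GFP. Inducer: tebufenozide, 100 nM final. Compounds: dose series. No G418 in medium.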
IMPase Li cell = IMPase inhibition in cells with lithium potentiation; AID 1457; 210,000 tested, 0.35% active; Potency, µM (titrated, usually from 59.4 µM), for inactives: at the top dose activity, negative = IMPase inhibition, usual class: inhibitors; CHO-M1 cells, IP1 TR-FRET (IP-One), carbachol + lithium;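 also: IP1 builds up when IMPase is blocked and the TR-FRET signal falls; potency is read from the fitted curve at half-maximal effect; plate controls were basal vehicle for no effect and high inhibitor control for full effect; nearly all actives have a fitted effect of over 50% in size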
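CHO cells stably expressing M1 receptor (2000/well, cultured 16–30 h) treated 30 min at 37C with compound plus low lithium. Cytosolic IP1 by TR-FRET (665/620 ratio and 620 channel) after 10 min lysis; AC50 by Hill fit.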
LMNA splice mod = LMNA splicing modulation. Potency, µM (doses to about 46.1 µM), without a hit: at the top dose ratio change, negative = inhibition, hits mostly inhibitors. 200,000 tested, 0.01% active. HeLa LMNA splicing GFP/RFP minigene ratio, 48 h; active = well fitted inhibition curve with a large enough effect in the signal ratio, with a control signal flat, not every such curve was filed as active; inconclusive = small, poorly fitted or top-dose-only effect, or effect the other way, or a change in a side signal; the % refers to the signal ratio; also: potency is read from the fitted curve at half-maximal effect; % is scaled to controls: 0 for no effect and ±100 for the full control effect
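S3 HeLa stable clones carrying a lamin A-EGFP splicing minigene plus DsRed2 were seeded at 600 cells/well in Opti-MEM with 2% FBS, pin-dosed and incubated 48 h at 37°C. Acumen cytometry (488 nm) gave the GFP/RFP total-intensity ratio.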
KinaseGlo FLuc = blocks Kinase-Glo luciferase, a counter-screen artifact; Q27757; Kinase-Glo luciferase, ATP luminescence, 8 min; Potency, µM (highest dose often 38.3 µM), without a hit: at the highest dose activity change, negative = inhibition, actives largely listed as inhibitors; 200,000 tested, 0.28% active; AID 1379; also: potency is read from the fitted curve at half-maximal effect; % is scaled to controls: 0 for no effect and ±100 for the full control effect; nearly all actives have a fitted effect of over 60% in size
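Compounds were added to a substrate mix at pH 7.2 (50 mM imidazole, 10 uM ATP, within the enzyme's linear range), followed by Kinase-Glo detection reagent; luminescence was measured after 8 minutes at ambient temperature.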
CBFb RUNX1 block = CBF-beta/RUNX1 interaction disruption | AlphaScreen CBFb-His/RUNX1-biotin binding, biochemical | AID 1477 | 230,000 tested, under 10 active | Q01196+Q13951 | Potency, µM (top dose mostly 59.8 µM), for the others: top-dose activity, negative = inhibition, most hits filed as inhibitors; also: % of control where 0% means no effect
Target sequence (Q01196 whole entry, looked up): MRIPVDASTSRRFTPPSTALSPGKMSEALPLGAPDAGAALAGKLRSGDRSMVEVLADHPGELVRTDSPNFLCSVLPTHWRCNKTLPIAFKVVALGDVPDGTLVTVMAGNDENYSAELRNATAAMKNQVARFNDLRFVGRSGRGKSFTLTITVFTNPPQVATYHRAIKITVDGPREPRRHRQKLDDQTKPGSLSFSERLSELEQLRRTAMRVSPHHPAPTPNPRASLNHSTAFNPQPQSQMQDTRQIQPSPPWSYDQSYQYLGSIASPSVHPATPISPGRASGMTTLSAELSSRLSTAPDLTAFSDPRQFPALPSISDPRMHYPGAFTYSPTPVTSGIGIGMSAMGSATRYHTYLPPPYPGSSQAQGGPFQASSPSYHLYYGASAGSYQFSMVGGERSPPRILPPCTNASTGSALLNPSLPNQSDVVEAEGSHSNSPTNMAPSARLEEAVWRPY
Target sequence (Q13951 whole entry, looked up): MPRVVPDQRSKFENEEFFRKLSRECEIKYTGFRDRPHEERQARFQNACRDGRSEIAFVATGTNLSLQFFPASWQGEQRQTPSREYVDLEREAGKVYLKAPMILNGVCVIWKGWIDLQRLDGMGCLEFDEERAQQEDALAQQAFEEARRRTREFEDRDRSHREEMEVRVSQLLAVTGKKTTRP
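Interaction loss through any mechanism counts as activity. Pre-formed complex of His-CBF-beta and biotin-RUNX1 (30 nM apiece) is incubated with compound 15 min, then with 50 ng nickel and 50 ng streptavidin beads for 90 min before AlphaScreen detection.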
HttQ103 aggreg = inhibitors of mutant huntingtin aggregate formation in PC12 cells | PC12 HttQ103-GFP aggregates, Acumen cytometry, 40 h | AID 1688 | Potency, µM (titrated, usually from 46.1 µM), for inactives: top-dose activity change, negative = inhibition, most hits filed as inhibitors | 220,000 tested, 1.1% active; also: potency is read from the fitted curve at half-maximal effect; % is scaled to controls: 0 for no effect and ±100 for the full control effect; nearly all actives have a fitted effect of over 60% in size
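PC12 cells with ecdysone-inducible HTT exon1 Q103-GFP, induced by 100 nM tebufenozide, given compounds in a concentration series. GFP aggregates (1–25 um, 6 SD above background) counted in lysates by laser-scanning cytometry, 488 nm excitation.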
Active calls of the source: *; ? = inconclusive; . = no result given; & = joins results of further samples; [ ] = dose if it differs, or a comment. Unless noted, calls follow the shape of the dose curve; as a rule, active = well fitted curve in the direction sought with a large enough effect; inconclusive = small, poorly fitted or top-dose-only effect, or another doubt; inactive = no such curve, though single readings can be large; an effect the other way counts as inactive or inconclusive.

SMILES	SMN2 splice up	HTT cytoprotect	IMPase Li cell	LMNA splice mod	KinaseGlo FLuc	CBFb RUNX1 block	HttQ103 aggreg
OCCCCc1nccc2c1[nH]c1ccccc12	.	8%[10 µM]	.	.	.	-4%	-25%[9.22 µM]
CCC(=O)Nc1nc(-c2cc([N+](=O)[O-])cs2)cs1	6%	-20%	12%	.	-2%	-5%	7%
COc1ccc(C(=O)NC2CCN(C(=S)Nc3cccc(C)c3)CC2)cc1	9%	14%	1%[38.3 µM]	-2%	0%	-7%	-7%
Cc1ccc(NS(=O)(=O)c2ccc(C(=O)NCC3CCCO3)cc2)cc1 (centres undefined)	-24%	-38%	-5%	-16%[46 µM]	6%	15%	-12%
CCC(C)C(=O)OCC1(c2ccc(C)cc2OC(=O)C(C)C)CO1 (centres undefined)	.	-7%[10 µM]	.	.	.	1%	4%[9.22 µM]
NS(=O)(=O)c1ccc(NCc2ccccc2OCc2ccc(F)cc2)cc1	-34%[inhibitor]	-36%	13%[38.3 µM]	?	-4%	-3%	?
Cc1ccccc1OCC(=O)Nc1cccc(NC(=O)c2ccco2)c1	-4%	1%	-1%[38.3 µM]	-14%	-6%	-4%	-2%
Cc1nn(-c2ccc(Cl)cc2)c(=O)c2ccccc12	13µM*	-15%[10 µM]	1%	.	0%	5%	-14%[9.22 µM]
CC(=O)Nc1ccc(CN2CCN(CCC(C)C)C(CCO)C2)cc1 (centres undefined)	.	10%[10 µM]	9%	.	.	9%	-7%[9.22 µM]
S=C(Nc1ccc(Nc2ccccc2)cc1)N1CCN(c2ncccn2)CC1	-3%	-7%	5%	.	4%	-1%	-5%[9.22 µM]
CCN(CC)CCCN=Cc1c(-c2ccccc2)[nH]n(-c2nc3ccccc3s2)c1=O	.	-5%[10 µM]	.	.	.	-10%	-4%[9.22 µM]
COC(=O)c1ccccc1OCC(=O)NC1CCCCC1	5%	-2%[0.074 µM]	18%[38.3 µM]	?	-1%	11%	-14%
C=CCN(CC=C)CCOc1ccc2ccccc2c1	-1%	-23%	8%	12%[46 µM]	0%	2%	11%
Nc1cc([N+](=O)[O-])ccc1Nc1ccccc1	-10%	-14%	12%	-12%[46 µM]	-1%	-14%	-19%
CC(C)CSc1n[nH]c(N)n1	-2%	-14%	2%	?	0%	0%	-5%

Taken from the entries so far for reference:
SMILES	SMN2 splice up	HTT cytoprotect	IMPase Li cell	LMNA splice mod	KinaseGlo FLuc	CBFb RUNX1 block	HttQ103 aggreg
COC(=O)c1ccccc1OCC(=O)NC1CCCCC1	5%	-2%[0.074 µM]	18%[38.3 µM]	?	-1%	11%	-14%
C=CCN(CC=C)CCOc1ccc2ccccc2c1	-1%	-23%	8%	12%[46 µM]	0%	2%	11%
Nc1cc([N+](=O)[O-])ccc1Nc1ccccc1	-10%	-14%	12%	-12%[46 µM]	-1%	-14%	-19%
CC(C)CSc1n[nH]c(N)n1	-2%	-14%	2%	?	0%	0%	-5%

Further results:
SMILES	SMN2 splice up	HTT cytoprotect	IMPase Li cell	LMNA splice mod	KinaseGlo FLuc	CBFb RUNX1 block	HttQ103 aggreg
C=C1C([C@@]2(C)C(OC(C)=O)CC(=O)O[C@@](C)(COC(C)=O)C2CC(=O)OC)C(OC=O)C(OC(=O)C(O)C(C)CC)[C@]2(C)C(c3ccoc3)CC(=O)C12O (some centres undefined)	-36%[inhibitor]	?	15%	.	-5%	3%	.
O=C(NCc1ccc(F)cc1)C(c1ccncc1)N(C(=O)c1csnn1)C1CC1 (centres undefined)	12%	-46%[inhibitor][10 µM]	-5%[38.3 µM]	3%	-1%	4%	?
Cc1cc2ccccc2nc1SCC(=O)NC1CCCC1	1%	-22%	-25%	-21%[46 µM]	0%	0%	4%
CC1=CC(C)(C)Nc2ccc(OS(=O)(=O)c3ccc(C)cc3)cc21	-40%	-27%	28%[38.3 µM]	?	-6%	7%	?
Cc1cc(NC(=O)C2=C(O)c3ccccc3S(=O)(=O)N2C)no1	-7%	?	0%&3%&3%	?	-2%	14%	3%&-3%
CCOC(=O)C1(CCCc2ccccc2)CCN(C(=O)CN2CCOC2=O)CC1	.	12%[10 µM]	2%	-13%[46 µM]	-4%	5%	3%[9.22 µM]
O=S(=O)(c1ccccc1)c1ncc(C(F)(F)F)cc1Cl	26%	6%[10 µM]	-7%	?	6%	-7%	?
O=C(NC1CCCC1)c1ccc(CSCc2ccccc2F)o1	-34%[inhibitor]	-8%	54%[activator][38.3 µM]	?	-6%	4%	-19%
Cc1cccc(NC(=O)CN2C(=O)N/C(=C/c3ccc(C)s3)C2=O)c1	10%	15%[10 µM]	-1%	-12%	3%	-2%	19%
COC(=O)CC1C(=O)NCCN1C(=S)Nc1ccccc1 (centres undefined)	-4%	-3%[10 µM]	-6%	-3%	2%	-3%	4%
COc1cc(C=O)ccc1OCC(=O)N1CCOCC1	15%	-9%	-8%[38.3 µM]	-2%	3%	2%	-8%
O=C(O)C12CC3CC(C1)CC(n1cnc(Cl)n1)(C3)C2	-6%	-3%	1%[38.3 µM]	6%	-4%	1%	0%
O=S(=O)(c1ccc(F)c(F)c1F)N1CCN(C(=S)NCc2ccccc2)CC1	7%	14%	-10%	?	0%	1%	10%
O=S(=O)(NC1CC1)c1cccc(S(=O)(=O)N2CCCC2)c1	-4%	-15%[10 µM]	-8%[38.3 µM]	-2%	1%	5%	6%
CCS(=O)(=O)NCCc1csc(-c2ccccc2)n1	-12%	-3%	11%[38.3 µM]	?	-5%	4%	7%

Another view of part of the listing above:
compound | SMN2 splice up | HTT cytoprotect | IMPase Li cell | LMNA splice mod | KinaseGlo FLuc | CBFb RUNX1 block | HttQ103 aggreg
O=C(NC1CCCC1)c1ccc(CSCc2ccccc2F)o1 | -34%[inhibitor] | -8% | 54%[activator][38.3 µM] | ? | -6% | 4% | -19%
COC(=O)CC1C(=O)NCCN1C(=S)Nc1ccccc1 (centres undefined) | -4% | -3%[10 µM] | -6% | -3% | 2% | -3% | 4%
CC1=CC(C)(C)Nc2ccc(OS(=O)(=O)c3ccc(C)cc3)cc21 | -40% | -27% | 28%[38.3 µM] | ? | -6% | 7% | ?
O=S(=O)(c1ccc(F)c(F)c1F)N1CCN(C(=S)NCc2ccccc2)CC1 | 7% | 14% | -10% | ? | 0% | 1% | 10%
CCOC(=O)C1(CCCc2ccccc2)CCN(C(=O)CN2CCOC2=O)CC1 | . | 12%[10 µM] | 2% | -13%[46 µM] | -4% | 5% | 3%[9.22 µM]
O=S(=O)(c1ccccc1)c1ncc(C(F)(F)F)cc1Cl | 26% | 6%[10 µM] | -7% | ? | 6% | -7% | ?
O=C(NCc1ccc(F)cc1)C(c1ccncc1)N(C(=O)c1csnn1)C1CC1 (centres undefined) | 12% | -46%[inhibitor][10 µM] | -5%[38.3 µM] | 3% | -1% | 4% | ?

Later entries.
SMILES	SMN2 splice up	HTT cytoprotect	IMPase Li cell	LMNA splice mod	KinaseGlo FLuc	CBFb RUNX1 block	HttQ103 aggreg
Cc1ccc(C2CC(c3ccccc3)n3ncnc3N2)cc1 (centres undefined)	-2%	-6%	24%[38.3 µM]	-10%	2%	9%	-1%
O=C(NNc1ccc([N+](=O)[O-])cc1)C1C2CCCCC21 (centres undefined)	-32%[inhibitor]	.	0%	13%	8%	-4%	31%
CCOC(=O)c1nc(NCc2cccnc2)c2ccccc2n1	3%	1%[0.074 µM]	-7%[38.3 µM]	-3%	2%	5%	1%
CC1C/C(=N\NC(N)=S)c2cc(Cl)ccc2S1 (centres undefined)	.	33%[10 µM]	.	.	.	0%	-5%[9.22 µM]
COc1ccccc1-n1cnnc1SCC(=O)c1ccc[nH]1	-2%	13%[10 µM]	11%[38.3 µM]	-5%	1%	-11%	-3%
CC(OC(=O)c1cccnc1Cl)C(=O)Nc1ccc(S(N)(=O)=O)cc1 (centres undefined)	-7%	-18%	-10%	.	0%	-7%	?
NS(=O)(=O)c1ccc(NC(=O)COC(=O)/C=C/c2ccc([N+](=O)[O-])cc2)cc1	9%	.	4%	-3%[46 µM]	1%	8%	8%
Cc1ccc(C(=O)Nc2ccccc2C(N)=O)o1	9%	-23%	-8%[38.3 µM]	9%	-10%	-2%	1%
Cc1nn(-c2ccccc2)nc1C(=O)Oc1cc(C(F)(F)F)nn1-c1ccccc1	.	0%[10 µM]	.	.	.	-26%	8%[9.22 µM]
N#C/C(=C/c1ccc(N2CCOCC2)o1)C(=O)Nc1ccccc1	14µM*	-11%[10 µM]	28%	?	0%	-9%	-19%[9.22 µM]
COc1ccc(NC(=S)Nc2ccccc2)c(OC)c1	13%	-42%[inhibitor]	-5%	.	2%	12%	-1%
CSC(=NS(=O)(=O)c1ccccc1)SC	.	-21%	.	?	.	0%	5%
Cc1ccc(-c2csc(NC(=O)c3cc([N+](=O)[O-])ccc3N3CCOCC3)n2)cc1	4%	-55%[inhibitor]	-5%	.	0%	2%	-1%
O=[N+]([O-])c1cnccc1Nc1ccc(Cl)cc1	.	6%[10 µM]	.	.	.	-3%	-15%[9.22 µM]
CCOC(=O)Cc1nnc(NC(=O)CSc2ncc(-c3ccccc3)nn2)s1	-8%	-28%	-3%	?	-3%	-5%	-8%
Cc1cccc(Nc2cnn(C34CC5CC(CC(CC(=O)O)(C5)C3)C4)c(=O)c2Cl)c1	?	11%	40%[activator][38.3 µM]	-3%	-1%	-2%	14%
CC1(C)Cc2c(ccc3ccccc23)C(=O)N1	?	29%	-17%[38.3 µM]	?	-3%	-2%	11µM*
Cc1cc(N)c2cc(NC(=O)/C=C/c3ccccc3Cl)ccc2n1	.	1%[10 µM]	.	.	.	-22%	23%[9.22 µM]
COC(=O)c1ccc(Oc2c(F)c(F)nc(N3CCOCC3)c2F)cc1	-71%[inhibitor]	-6%	8%	.	4%	7%	-4%
